Yp Topo-I inh: blocks Yersinia pestis topoisomerase I activity. Y. pestis Topo-I cleavage product accumulation, plate reader. activity, % at 10 µM. hit rate 0.064% among 360,000; in the data active = activity above about 50%, passing the limit was not always enough; also: inactives centre near 2
Vc quorum ag: induces V. cholerae light production without autoinducers; V. cholerae BH1578 lux reporter, luminescence, 6 h; activation, % at 18.7 µM; hit rate 0.16% among 350,000; AID 588436; in the data active = activation mostly above about 9.7%, no sharp cut-off; also: not every result past the cut was called active; inactives centre near 0; reference of the scale not given here
PrPC surface inh: cell surface PrPC inhibition, primary TR-FRET screen; TR-FRET read-out; inhibition, % at 13.8 µM; P04156; hit rate 0.43% among 370,000; in the data active = inhibition above about 24%; also: 0% = median of the test wells and 100% = reference compound wells
Rv3671c protease: inhibitors of M. tuberculosis serine protease Rv3671c | P9WHR9 | inhibition, % at 5.96 µM | hit rate 0.048% among 320,000 | AID 2606; in the data active = inhibition above about 38%;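 also: extracellular domain of Rv3671c used as enzyme; 0% = enzyme with DMSO and 100% = no enzyme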
Target sequence (P9WHR9 whole entry, looked up, the tested form may be a part): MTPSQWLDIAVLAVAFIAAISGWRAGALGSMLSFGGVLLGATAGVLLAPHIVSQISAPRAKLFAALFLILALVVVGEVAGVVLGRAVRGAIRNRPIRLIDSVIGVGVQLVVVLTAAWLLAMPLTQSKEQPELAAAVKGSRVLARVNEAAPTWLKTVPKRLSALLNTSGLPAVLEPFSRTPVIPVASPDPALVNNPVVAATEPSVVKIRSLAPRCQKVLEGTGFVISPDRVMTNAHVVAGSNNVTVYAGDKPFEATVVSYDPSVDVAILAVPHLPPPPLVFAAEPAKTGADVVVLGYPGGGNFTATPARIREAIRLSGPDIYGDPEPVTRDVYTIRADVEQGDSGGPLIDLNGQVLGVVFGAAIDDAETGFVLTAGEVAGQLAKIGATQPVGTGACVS
VHR inh abs: blocks human VHR1 dual specificity phosphatase | recombinant VHR phosphatase, pNPP absorbance | inhibition, % at 13.3 µM | hit rate 0.52% among 290,000 | AID 1654; in the data active = inhibition above about 50%; also: some compounds called inactive have numbers as strong as hits
Target sequence (P51452 whole entry, looked up): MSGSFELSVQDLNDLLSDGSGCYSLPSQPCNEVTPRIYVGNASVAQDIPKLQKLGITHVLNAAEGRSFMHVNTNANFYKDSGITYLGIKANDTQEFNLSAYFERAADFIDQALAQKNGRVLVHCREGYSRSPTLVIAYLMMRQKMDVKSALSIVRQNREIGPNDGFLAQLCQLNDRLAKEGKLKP
MazF activator: activators of E. coli MazEF toxin-antitoxin RNase. P0AE70. FAM/BHQ RNA-DNA oligo cleavage fluorescence, 5 h. activation, % at 20 µM. hit rate 0.32% among 350,000. AID 504720; in the data active = activation above about 50%
Target sequence (P0AE70 whole entry, looked up): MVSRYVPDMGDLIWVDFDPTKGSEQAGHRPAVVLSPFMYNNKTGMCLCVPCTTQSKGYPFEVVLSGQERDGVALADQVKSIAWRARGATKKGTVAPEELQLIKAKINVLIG
CCHF vOTU inh: CCHFV vOTU protease inhibition; Pep-AMC fluorescence; inhibition, % at 11.5 µM; hit rate 0.55% among 370,000; AID 651958; in the data active = inhibition above about 30%; also: 0% = vehicle wells with enzyme and 100% = no enzyme wells
3CLpro inhibitor: SARS-CoV 3CLpro protease inhibition; inhibition, % at 6 µM; hit rate 0.14% among 290,000; recombinant SARS-CoV 3CLpro, quenched FRET peptide cleavage; P0C6X7; in the data active = inhibition above about 12%
PriA SSB inh: blocks PriA binding to SSB C-terminal tail. hit rate 0.6% among 430,000. inhibition, % at 33 µM. AlphaScreen SSBct-PriA binding, biotinylated peptide. AID 1272365; in the data active = inhibition mostly above about 37%, no sharp cut-off; inactive = mostly below about 20%;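 also: plate controls were negative control peptide for no effect and reference peptide for full effect; strong numbers were not always called active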
TcdB GH inh: blocks C. difficile toxin B glycohydrolase activity. P18177. TcdB glycohydrolase enzymatic assay, plate reader. inhibition, % at 9.99 µM. hit rate 0.24% among 350,000. AID 652162; in the data active = inhibition above about 10%
Starred values were filed as active, the others as inactive; i = inactive; . = no result given; & = joins results of further samples. A portion of the library (hit frequency here may not be typical).

SMILES	Yp Topo-I inh	Vc quorum ag	PrPC surface inh	Rv3671c protease	VHR inh abs	MazF activator	CCHF vOTU inh	3CLpro inhibitor	PriA SSB inh	TcdB GH inh
COc1ccc(Cc2nnc(SCC(=O)N3CCCC(C)C3)o2)cc1 (configuration not stated)	-1	i	-2	-6	14	-16	-4	4	-2	-1.1
CC(=O)Nc1ccc(S(=O)(=O)Oc2ccc(/C=N/N=C3/NC(=O)C(CC(=O)O)S3)cc2)cc1 (configuration not stated)	-3	i	-2	-6	27	7	2	5	.	-1.4
COC(=O)C(Cc1c[nH]c2ccccc12)N1CCS(=O)(=O)CC1 (configuration not stated)	1	-0.9	-8	7	12	7	-6	-3	-9	1.2
O=C(c1cc(COc2c(F)cccc2F)on1)N1CCSCC1	4	i	-7	-1	21	9	12	-2	-5	-0.6
CCc1nc(N2CCC3(CC2)OCCO3)c2nnn(Cc3ccccc3)c2n1	5	-0.3	1	1	11	-14	6	1	-16	0.8
CCOC(=O)C(CC)Sc1nnc2cc(C)c3ccccc3n12 (configuration not stated)	4	.	17	7	.	6	-13	-4	-2	.
O=C1NC2(CCCC2)C(=O)N1CC(=O)N(Cc1ccccc1)c1ccccc1	4	-0.2	-7	0	.	2	-6	.	4	-0.3
Cc1ccc(SCc2c(C(=O)N/N=C/c3ccc(C)o3)nnn2-c2nonc2N)cc1	4	-0.3	-5	.	.	-3	28	.	.	1.4
Cc1ccc(Cc2nnc(SCC(=O)Nc3ccccc3)[nH]c2=O)cc1	2	i	-8	-2	.	2	4	.	1	1.7
Cc1ccc(/C=N/N2CCCCC2)o1	3	-0.4	0	-3	-11	-40	1	2	.	-0.7
COc1cccc(NP(=O)(Oc2ccccc2Cl)Oc2ccccc2Cl)c1	12	-0.6	7	-10	9	4	22	4	-22	-1.9
CSc1ccc(OC2(C)CCN(Cc3ccc(OC(C)C)cc3)C2)cc1 (configuration not stated)	12	-1.2	-9	.	.	.	8	.	.	1.3
CC(=O)Nc1ccc(C)c(NS(=O)(=O)c2cccc(C(F)(F)F)c2)c1	-4	-0.8	0	6	19	6	-9	1	-12	1.2
CCCCn1c(O)c(N=NC(=O)c2ccco2)c2ccccc21	-7	-0.1	-8	-2	1	0	9	0	18&7	0.3
CCOc1ccc(OCCSc2nnnn2-c2ccccc2)cc1	29	i	6	-3	7	-15	8	5	-16	.
COc1ccc(N(C(C)=O)C2C=CS(=O)(=O)C2)c(OC)c1 (configuration not stated)	-4	-0.4	-8	9	10	10	9	-6	-1	-1.2
Cc1ccc(-n2ccc(-c3nn(-c4ccccc4)ccc3=O)n2)cc1	11	-0.6	4	0	19	9	0	4	5	3.2
CCc1nn2c(=O)cc(CSCC(=O)Nc3ccccc3F)nc2s1	0	-0.2	.	16	23	-1	.	1	-17	.
CC(=O)c1ccc(NC(=O)C2CCC(C)(C(=O)O)C2(C)C)cc1 (configuration not stated)	2	0.9	1	-10	18	1	13	0	8	.
C=CCN1C(=O)/C(=C\c2cccs2)C(C(=O)OC)=C1C	-2	i	-1	-10	20	-1	1	-1	-3	.
Cc1ccc(C)c(C(=O)COC(=O)C2CCN(c3ccc(C(F)(F)F)cn3)CC2)c1	37	-9.9	-3	-7	.	-5	1	.	-1	2.3
O=C(CCN1CCN(Cc2ccccc2)CC1)NNC(=O)Nc1cccc([N+](=O)[O-])c1	-2	-0.8	-20	.	4	2	2	-6	-3	-0.9
COc1ccc(S(=O)(=O)N(Cc2ccccc2)Cc2nc3ccccc3c(=O)[nH]2)cc1	15	0.8	0	-9	6	0	9	-1	2	.
CCn1c(=O)cc(OCC(=O)N2CCc3ccccc32)c2ccccc21	1	i	-2	.	21	21	2	-3	-6	0.7
Cc1ccc(-c2nc3ccccc3c(=O)n2-c2ccc(O)cc2)cc1	0	-0.3	-8	-4	1	3	-11	3	7	2.0
CCc1nc2c(OCc3cc(Cl)cc(Cl)c3)cccn2c1N(C)C(=O)c1ccc(C)cc1	26	-0.2	6	.	.	.	10	.	.	0.0
O=C1COc2ccc(S(=O)(=O)N3CCC(C(=O)NCc4ccc(F)cc4)CC3)cc2N1	1	-0.1	0	1	69	5	6	-1	-14	1.7
CC(C)OC(=O)c1sc2nc3c(cc2c1N)C(=O)CCC3	2	-0.2	3	-1	4	7	12	-2	-10&-7	.
O=C(c1ccccc1)C1CCN(C(=O)C2CCC(=O)N(Cc3cccc(F)c3)C2)CC1 (configuration not stated)	11	-0.9	2	.	2	-31	19	-1	-8	1.3
Cc1ccc(NC(=O)N2CCN(S(=O)(=O)c3ccccc3)CC2)cc1	0	i	5	5	24	5	-4	4	-4	1.1
C/C(=N/NC(=O)c1ccoc1C)C12CC3CC(CC(C3)C1)C2	-1	i	1	10	15	0	-2	0	.	.
CCN1CCN(c2cc(C)c3cc(NC(=S)N4CCCC(C)C4)ccc3n2)CC1 (configuration not stated)	7	i	-7	0	27	7	-27	-5	5	0.1
CCOC(=O)C1=CN(Cc2ccc(OC)cc2)C=C(C(=O)OCC)C1c1cccs1	1	i	8	-1	17	-10	-35	3	-32	1.0
O=C(CCc1ccc(S(=O)(=O)NCCc2ccccc2)cc1)NCc1ccc2c(c1)OCO2	15	1.4	1	0	8	7	0	1	-13	.
O=C(NCc1ccncc1)C(=O)N/N=C/c1ccccn1	2	-0.3	3	0	-1	2	-1	1	.	0.2
CCc1cc2c(SCC(=O)N3CC(=O)Nc4ccccc43)ncnc2s1	12	i	0	-1	-2	-9	-3	-1	-24	1.3
COCn1ccnc1C(=O)c1ccco1	6	-1.3	-4	.	.	3	-13	.	.	0.5
O=C(COc1ccc(Br)cc1)Nc1ccccc1C(=O)N1CCOCC1	-3	-0.4	4	3	4	-6	-8	1	-23	0.7
CC(=O)N(c1ccc2oc(=O)sc2c1)S(=O)(=O)c1cccc2cccnc12	4	-0.6	-2	-8	24	2	8	-4	-20	0.9
CCC(Sc1nc(C)cc(C)n1)C(=O)O (configuration not stated)	0	-7.1	-3	-9	-11	4	-2	-2	-2	1.0
O=C(O)C1CCCN(S(=O)(=O)Cc2ccccc2)C1 (configuration not stated)	-2	i	6	.	35	-5	2	-1	10	-0.3
C#CCN1C(=O)S/C(=C\c2ccc(-c3ccc(Cl)c(C(=O)O)c3)o2)C1=O	2	i	-9	3	6	2	7	4	-6	-0.7
OC(CN1C2=NCCCN2c2ccccc21)c1ccc(Cl)cc1 (configuration not stated)	0	-0.2	-4	-16	21	13	10	5	-11	-0.5
CNc1ncnc2c1ncn2[C@H]1CN(CCN2CCOCC2)C[C@@H](CO)O1	-2	-0.2	4	.	.	.	2	.	.	1.2
COCCN1Cc2cccc(C(=O)Nc3ccc(S(=O)(=O)N4CCCCC4)cc3)c2C1=O	-12	-0.4	0	5	-2	8	13	2	-8	1.1
CN(C)C(=O)C1C2NC(=S)N(c3ccccc3)C1(C)Oc1ccccc12 (configuration not stated)	-8	i	-4	5	0	16	4	6	1	2.1
CSc1ccc(CN2C(=O)C(C)Sc3ccc(C(C)=O)cc32)cc1 (configuration not stated)	32	-0.5	2	.	.	.	9	.	.	0.3
O=C(CCCCCN1C(=O)C2C3C=CC(C3)C2C1=O)Nc1nccs1 (configuration not stated)	2	-0.4	-1	-2	-17	1	-4	-1	-1	0.9
CCN1CCCC1Cn1cnc2c([nH]c3ccc(Cl)cc32)c1=O (configuration not stated)	-1	i	-11	7	12	-1	0	-2	-12	.
Cc1onc(-c2ccccc2)c1C(=O)N(CC(C)C)c1c(N)n(CC(C)C)c(=O)[nH]c1=O	-2	-5.6	6	0	.	0	-8	.	-8	-1.0
O=C1OC[C@H]2CCCN2C(=O)[C@@H](CC(=O)N(CCO)Cc2ccccc2)C/C=C\CC[C@H]1Cc1ccc(F)cc1	18	-0.5	3	3	.	3	3	.	.	0.9
O=C(COC(=O)C1CC1)Nc1ccc(Cl)cn1	9	-2.9	-4	4	.	0	-7	.	-17	-4.8
O=C(NCCCO)c1cc2ccccc2[nH]1	4	i	-8	-7	26	0	11	2	2	2.0
COc1ccc(N2CCN(C(=O)CCCC3=NS(=O)(=O)c4ccccc4N3)CC2)cc1	-7	-1.7	2	-8	-4	-6	0	-5	-13	.
CN(C)c1ccc(/C=C/c2nnnn2-c2ccccc2)cc1	26	-0.3	-4	-9	-5	-5	-8	7	-11	.
Clc1ccccc1-c1nnc2n1-c1ccccc1SC2	13	2.0	7	14	1	5	11	-6	-4	2.1
CCOC(=O)C1CCCN(C2=NC(=O)/C(=C/c3ccc(O)c(OC)c3)S2)C1 (configuration not stated)	-1	i	-18	4	-3	-216	-5	3	-11	-0.4
Cc1ccc(/C=C/C(=O)OCC(=O)NC(=O)NCc2ccccc2)cc1	13	-1.6	-3	-2	.	-12	8	.	6	0.8
COP(=O)(OC)C(Nc1ccccc1)c1ccccc1 (configuration not stated)	5	i	9	2	-12	-16	-15	-6	-3	-2.1
COc1ccccc1CNC(=O)C(=O)NCC1CCCN1S(=O)(=O)c1cc(C)ccc1C (configuration not stated)	25	-0.4	8	.	.	1	2	.	.	0.4
Carrying on:
SMILES	Yp Topo-I inh	Vc quorum ag	PrPC surface inh	Rv3671c protease	VHR inh abs	MazF activator	CCHF vOTU inh	3CLpro inhibitor	PriA SSB inh	TcdB GH inh
Cn1c(NC(=O)c2cc(Cl)ccc2Cl)cc(=O)n(C)c1=O	7	.	3	-5	-4	7	8	0	-3	1.5
CCCS(=O)c1nc(C)cc(C)c1S(C)(=O)=O (configuration not stated)	4	-0.6	-3	-8	19	6	3	3	-1	-0.9
CC1(C)CC(NC(=O)C2CCN(S(=O)(=O)c3cccc(C(F)(F)F)c3)CC2)CC(C)(C)N1	-20	i	8	-9	.	7	-13	.	-6	2.5
CCOC(=O)c1ccc(NC(=O)c2c(C)[nH]c(C(=O)OCC)c2C)cc1	-11	1.0	-1	-8	0	2	-3	3	-6	.
Clc1ccc(Cc2noc(-c3cccs3)n2)cc1	0	i	-6	2	-4	-5	-4	2	-24	.
CC(=O)Nc1nonc1NC(=O)c1ccc(F)cc1	0	.	7	2	21	9	4	0	-2	.
CCc1ccc(-c2ccc(C(=O)C(F)(F)F)[nH]2)cc1	-1	i	1	0	42	-2	-1	0	0	.
CC1=C(C(=O)N(C)C)CC(CC(=O)NC2CC2)C(=O)N1Cc1ccccc1 (configuration not stated)	-6	-0.2	4	.	.	7	11	.	.	0.2
CC(=O)N1N=C(c2cccc(NS(C)(=O)=O)c2)CC1c1cccs1 (configuration not stated)	-10	-0.3	5	0	14	6	4	-3	-11	0.7
COc1ccc(CCNC(=O)CCNS(=O)(=O)c2cccc(Cl)c2)cc1OC	4	2.6	13	5	-4	2	0	0	-9	-0.4
Cc1cc(-c2ccn[nH]2)c(C)s1	-5	i	6	9	9	-8	-2	2	-19	6.3
C=C(Cl)COc1ccc2c(C)cc(=O)oc2c1	-2	4.2	4	-6	4	13	-17	-6	-8	.
CCN(c1ccccc1)S(=O)(=O)c1ccc(Cl)c(NC(=O)CN2CCCCCC2)c1	-4	i	21	-3	0	4	13	4	-10	-0.8
Cc1ccc(OCCSc2nc3ccccc3n2CC(=O)O)cc1C	8	i	4	-2	-20	4	-12	0	-5	0.5
O=C(c1cccs1)N1CCN(c2ccccc2)CC1	3	-0.1	6	14	-2	9	-2	3	-3	2.6

Single records (already shown):
CCN(c1ccccc1)S(=O)(=O)c1ccc(Cl)c(NC(=O)CN2CCCCCC2)c1 is listed as Yp Topo-I inh: -4; Vc quorum ag: i; PrPC surface inh: 21; Rv3671c protease: -3; VHR inh abs: 0; MazF activator: 4; CCHF vOTU inh: 13; 3CLpro inhibitor: 4; PriA SSB inh: -10; TcdB GH inh: -0.8
Cc1cc(-c2ccn[nH]2)c(C)s1 is listed as Yp Topo-I inh: -5; Vc quorum ag: i; PrPC surface inh: 6; Rv3671c protease: 9; VHR inh abs: 9; MazF activator: -8; CCHF vOTU inh: -2; 3CLpro inhibitor: 2; PriA SSB inh: -19; TcdB GH inh: 6.3
C=C(Cl)COc1ccc2c(C)cc(=O)oc2c1 is listed as Yp Topo-I inh: -2; Vc quorum ag: 4.2; PrPC surface inh: 4; Rv3671c protease: -6; VHR inh abs: 4; MazF activator: 13; CCHF vOTU inh: -17; 3CLpro inhibitor: -6; PriA SSB inh: -8; TcdB GH inh: .
